Assay outcomes from PubChem.
14-3-3g Raf: modulators of human 14-3-3 gamma - Raf peptide interaction. P61981. FP, 14-3-3gamma / TMR-pS259-Raf peptide binding. inhibition, % at 40 µM. 160,000 compounds, 0.19% hits; in the data active means inhibition above about 30%;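 further: 0% = protein plus tracer without compound and 100% = blank with tracer alone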
Target sequence (P61981 whole entry, looked up): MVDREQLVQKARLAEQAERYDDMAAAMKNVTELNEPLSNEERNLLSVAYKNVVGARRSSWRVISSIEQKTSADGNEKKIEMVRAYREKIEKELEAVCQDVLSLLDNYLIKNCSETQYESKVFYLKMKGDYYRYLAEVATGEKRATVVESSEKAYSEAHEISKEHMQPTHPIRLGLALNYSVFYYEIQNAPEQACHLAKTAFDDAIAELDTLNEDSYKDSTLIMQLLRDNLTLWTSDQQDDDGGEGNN
Active calls of the source: *; & = joins results of further samples.

SMILES	14-3-3g Raf
Cc1cc(C)n(C(=O)CCC(=O)n2nc(C)cc2C)n1	-1
Cc1cc(C(=O)CSc2nc3ccccc3o2)c(C)n1C1CC1	-12
CCOc1ccccc1C1C2=C(CC(C)(C)CC2=O)Nc2nnnn21 (centres undefined)	3
Cc1c(C(=O)NC(C)CCc2ccccc2)oc2ccc(S(=O)(=O)N3CC(C)CC(C)C3)cc12 (centres undefined)	-8
COc1ccc(-n2cc(-c3ccccc3)c3c(NCC(C)O)ncnc32)cc1 (centres undefined)	-1
Cc1onc(-c2ccccc2Cl)c1C(=O)Nc1nnc(C2CCCCC2)s1	-8
O=C(NCc1ccccc1)C1CCN(S(=O)(=O)c2cccs2)CC1	-3
OC1(C(F)(F)F)CC(c2ccccc2)=NN1c1nncc(-c2ccccc2)n1 (centres undefined)	8
COc1ccc(C/C(O)=C(\C#N)c2nc3ccccc3[nH]2)cc1OC	-16
CCOC(=O)c1c(-c2ccccc2)c2cc([N+](=O)[O-])ccc2[nH]c1=O	-21
Cc1ccccc1-n1c(-c2ccccc2)nc2c(cnn2-c2ccccc2)c1=O	-2
Cn1c(CN2CCOCC2)nc2cc(NC(=O)c3ccccc3Cl)ccc21	-1
CCc1ccc(-n2nc3ccc(NC(=O)c4ccc(OC)c(Br)c4)cc3n2)cc1	-5
O=C(O)c1cccc(NC(=O)c2cccc3c2C(=O)c2ccccc2-3)c1	-12
CCN(CC)CC(=O)Nc1ccc(C)cc1C	-3
COc1ccccc1CNS(=O)(=O)c1ccc(F)c(C(=O)Nc2cc(C)ccc2C)c1	-7
O=C(O)C1NCCc2ccccc21 (centres undefined)	5
Cc1cccc(NC(=O)CCS(=O)(=O)c2cc(Br)cc3c2N(C(=O)C2CC2)CC3)c1C	-13
CCOC(=O)c1ccc(N2C(=O)C3C(c4ccccc4F)OC4(C(=O)c5ccccc5C4=O)C3C2=O)cc1 (centres undefined)	-4
COc1ccc(NC(=O)CCS(=O)(=O)c2ccc(Cl)cc2)cc1	-2
CCCCNC(=O)C1CCCN(S(=O)(=O)CCC)C1 (centres undefined)	-3
CC(=O)c1ccc(OC(=O)CN2C(=O)c3ccccc3C2=O)cc1	-6
Cc1ccc(N=C2NC(=O)C(Cc3ccccc3Cl)S2)cc1 (centres undefined)	15
C=CCn1c(=O)c(C(=O)Nc2cccc(Cl)c2)c(O)c2ccccc21	-1
CCOc1ccc2sc(NC(NC(C)=O)(C(F)(F)F)C(F)(F)F)nc2c1	1
COc1ccccc1N1CCN(C(=O)c2ccc(Cl)cc2)CC1	1
CCN(C(=O)Cc1c(C(=O)O)[nH]c2ccccc12)c1ccc(F)cc1	-1
O=C(c1ccc2c(c1)OCO2)N1CCCN(C(=O)c2ccc3c(c2)OCO3)CC1	0&-2
Cc1cccc(-n2nc3c(c2NC(=O)c2cc(Cl)ccc2[N+](=O)[O-])CSC3)c1C	3
CC1=C(C(=O)OCC(C)C)C(c2cccc(Oc3ccccc3)c2)NC(=O)N1 (centres undefined)	-4
CCOC(=O)CSc1nc2c(sc(=S)n2-c2ccccc2OC)c(=O)n1Cc1ccco1	0
CCCSc1nnc2c(n1)OC(c1cc(OC)c(OC)cc1OC)Nc1ccccc1-2 (centres undefined)	-9
O=C(NCCC1=CCCCC1)c1ccc2c(=O)n(-c3cccc(C(F)(F)F)c3)c(=S)[nH]c2c1	-6
COc1ccc(C2CC(=O)c3sc(N)nc3C2)cc1 (centres undefined)	-3
COc1ccc(C=C2CCCC3=C2Nc2nnnn2C3c2ccc(OC)cc2)cc1 (centres undefined)	6
COCCNC(=O)C(c1ccc(F)cc1)N(CC1CCCO1)C(=O)CCC(=O)Nc1ccccn1 (centres undefined)	-3

Six compounds drawn at random from the list so far:
SMILES	14-3-3g Raf
COc1ccccc1N1CCN(C(=O)c2ccc(Cl)cc2)CC1	1
COc1ccc(C2CC(=O)c3sc(N)nc3C2)cc1 (centres undefined)	-3
CC1=C(C(=O)OCC(C)C)C(c2cccc(Oc3ccccc3)c2)NC(=O)N1 (centres undefined)	-4
O=C(c1ccc2c(c1)OCO2)N1CCCN(C(=O)c2ccc3c(c2)OCO3)CC1	0&-2
CCN(C(=O)Cc1c(C(=O)O)[nH]c2ccccc12)c1ccc(F)cc1	-1
O=C(NCCC1=CCCCC1)c1ccc2c(=O)n(-c3cccc(C(F)(F)F)c3)c(=S)[nH]c2c1	-6

Next records:
SMILES	14-3-3g Raf
C#CCSc1nc2sc3c(c2c(=O)n1CC(=C)C)CCC3	-21
CCOc1ccc(Br)cc1C1CC(=O)Nc2cc(OC)c(OC)cc21 (centres undefined)	-6
O=C(Nc1cnn(C23CC4CC(CC(C4)C2)C3)c1)c1cc(-c2ccccc2)on1	4
CCOc1ccc(C2C(C(=O)OCCOC)=C(C)N=C3SCCC(=O)N32)cc1 (centres undefined)	-4
COCCN1C(=O)c2ccccc2C(C(=O)N2CCN(c3ccccc3)CC2)C1c1cn(C)c2ccccc12 (centres undefined)	-5
Clc1ccc(-c2nnc3sc(Cc4cccs4)nn23)cc1	-21
Cc1ccccc1OCC(=O)Nc1ccc2oc(-c3ccc(F)cc3)nc2c1	-36
CCCCCC(=O)Nc1ccc2oc(-c3cncc(Br)c3)nc2c1	-10
C=CCn1c(COc2ccccc2)nnc1SCC(=O)C(C)(C)C	-11
Cc1cccc(CSc2nc3c(cnn3-c3ccc(Cl)cc3)c(=O)[nH]2)c1	16
Cc1c([N+](=O)[O-])c(=O)n(C)c(=O)n1C	-1
COCCCNC(=O)c1ccc2c(c1)N(Cc1ccccc1)C(=O)c1ccccc1S2	6

The final three compounds of the part above open the next one:
SMILES	14-3-3g Raf
Cc1cccc(CSc2nc3c(cnn3-c3ccc(Cl)cc3)c(=O)[nH]2)c1	16
Cc1c([N+](=O)[O-])c(=O)n(C)c(=O)n1C	-1
COCCCNC(=O)c1ccc2c(c1)N(Cc1ccccc1)C(=O)c1ccccc1S2	6
CCCN1CCN(c2nc3c([nH]2)c(=N)ncn3CC(O)CO)CC1 (centres undefined)	1
COc1ccc2c(c1OC)C(=O)N(c1ccccc1O)C2=O	-2
C=Cn1c(N2CCOCC2)nc2c1c(=O)[nH]c(=O)n2C	-10
COc1ccc(NC(=O)Nc2nnc(COc3ccccc3F)s2)cc1	5
Cc1cccc(NC(=O)C(Cc2ccccc2)NS(=O)(=O)c2ccc(Br)s2)c1C (centres undefined)	0
O=[N+]([O-])c1ccc2nonc2c1Nc1ccccc1-c1ccccc1	-14
CCN(CC)S(=O)(=O)c1ccc(NC(=O)c2ccccc2)cc1	-18
COc1ccccc1NC(=O)CSCc1nc2ccccc2c(=O)n1-c1ccccc1Cl	7
CN(C(=O)C1CCOC1)c1nnc(-c2ccccn2)s1 (centres undefined)	-3
COC(=O)c1sccc1NC(=O)c1c(C)noc1C	0
CN(C)c1ccc(C2N(C)c3ccccc3-c3nc4ccccc4n32)cc1 (centres undefined)	3
O=C(NCc1ccccc1)C1CCCN(S(=O)(=O)c2cccs2)C1 (centres undefined)	-7

(list continues)
Molecule	14-3-3g Raf
COCCn1nnnc1C(c1cccs1)N1CCN(c2cc(C)ccc2C)CC1 (centres undefined)	-32
CCOC(=O)N1CCN(C(=O)CS(=O)Cc2nc(-c3ccc(C)cc3)oc2C)CC1 (centres undefined)	-1
O=S(=O)(c1ccc(Oc2ccc(-c3nnco3)cc2)nc1)N1CCC(Cc2ccccc2)CC1	1
CC(C)CN(CC(C)C)S(=O)(=O)N1CCC(C(=O)NC2CCCCCCC2)CC1	4
O=C1C(c2cccc(Br)c2)N(C2CCCCC2)C(=O)CN1C1CCCCC1 (centres undefined)	-20
O=C(NCC12CC3CC(CC(C3)C1)C2)c1nc2ncccn2n1	-3
O=C(c1ccco1)N1CCN(c2ccc([N+](=O)[O-])c(N3CCCCC3)c2)CC1	-5
N#CCCN1CCN(CCC#N)C1=S	4
Cc1cc(N2CCOCC2)nc2ccc(NC(=O)C3CCC(C)CC3)cc12 (centres undefined)	-5&5
O=S(=O)(Nc1cccc(-c2cn3ccsc3n2)c1)c1ccc(F)cc1	-10
CCOc1ccc(C2NC(=O)NC(C)=C2C(=O)OCC2CCCCC2)cc1OC (centres undefined)	5
CC1CCCCN1C(=O)CSc1nnc(-c2ccc3c(c2)OCCO3)o1 (centres undefined)	-2
Cc1ccc2cc(CCNC(=O)c3ccco3)c(=O)[nH]c2c1	-1
Cc1nnc(SCC(=O)Nc2ccc3c(c2)OCCO3)s1	-6
Cc1ccc(S(=O)(=O)Nc2ccccc2C(=O)Nc2ccccc2C(=O)Nc2ccccc2)cc1	-1
O=C(OC(C(=O)NCc1cccs1)c1ccc(F)cc1)c1ccco1 (centres undefined)	-7
CC(C)Oc1cccc(C(=O)Nc2ccc(N3CCN(S(C)(=O)=O)CC3)cc2)c1	-7
Cc1cccc(C(=O)Oc2ccc(C=Nc3cccc([N+](=O)[O-])c3)cc2[N+](=O)[O-])c1	5
COc1cccc(N2C(=O)CN(Cc3ccc(OC)c(OC)c3)C2=S)c1	3
CS(C)=C1C(=O)NC(=O)N(c2ccccc2F)C1=O	-3
Cn1c(=O)c2c(nc(CN3CCCCC3)n2CCCc2ccccc2)n(C)c1=O	8
Cc1ccnc(SC2CC(=O)N(c3ccccc3)C2=O)n1 (centres undefined)	-18
O=C(Nc1ccc2oc(-c3ccc(Br)cc3)nc2c1)c1ccc([N+](=O)[O-])cc1	-6
Nc1nonc1NC(=O)CSc1ncccc1C(=O)O	-4
N#Cc1cc2sc3nc4ccccc4n3c2cc1C#N	-5&-3
O=C(Nc1ccccc1OC(F)(F)C(F)F)c1cc([N+](=O)[O-])ccc1Cl	2
CN(Cc1ccccc1)C(=O)CSc1nnc(-c2ccco2)n1-c1ccccc1	4
C=CCOC(=O)C1=C(C)NC(=S)NC1c1ccc(OC)cc1 (centres undefined)	-6
O=C(CSc1nnc(COc2ccccc2Cl)o1)NC(=O)NC1CCCC1	-11
CCc1ccc(NS(=O)(=O)c2cc(Br)cc3c2N(C(=O)C2CC2)CC3)cc1	-3
COc1ccccc1C(=O)Nc1cccc(-c2cn3ccsc3n2)c1	-6&-13
CCOC(=O)c1c(NC(=O)c2ccccc2C)sc2c1CCCCC2	-2
COc1ccccc1C(=O)Nc1ccc2oc(-c3ccc(F)cc3)nc2c1	-5
COc1ccccc1OCc1nnc(SCCN2CCOCC2)o1	0
COc1ccc(C)cc1NC(=O)CNC(=O)Cn1c(C)cc2ccccc2c1=O	4
Cc1ccc(C(=O)N2C(C(=O)O)CSC2c2ccccc2Cl)cc1 (centres undefined)	1
CCc1ccc(S(=O)(=O)NCCc2csc(-c3ccccc3)n2)s1	-3
CC(C)(C)n1nc2c(c1NC(=O)c1cccc([N+](=O)[O-])c1)CSC2	-13
CCOC(=O)c1cc2c(c(CSc3nc4ccccc4c(=O)n3Cc3ccco3)c1)OCOC2	4
CCCCOc1ccc(-c2nc3c(C(=O)OC)c[nH]n3c2NC2CCCCC2)cc1	-2
CC(C)NC(=O)NC1C2CC3CC(C2)CC1C3 (centres undefined)	5
COc1ccc(C=Cc2cc(=O)c3ccccc3o2)cc1	1
CN(C)/C=N/c1c(C#N)cnn1-c1ccc(C(F)(F)F)cn1	-6
O=C(Nc1nc(-c2ccc(Br)cc2)cs1)c1cccc(C(F)(F)F)c1	5
CC1CCN(CCNS(=O)(=O)c2cccc3nsnc23)CC1	-2
COc1cccc(NS(=O)(=O)c2ccc3[nH]cc(C(=O)NCCc4ccc(C)cc4)c(=O)c3c2)c1	-26
CC(=O)O[C@H]1C(=O)[C@@]2(C)C([C@H](OC(=O)c3ccccc3)[C@]3(O)C[C@H](OC(=O)[C@H](O)[C@@H](NC(=O)c4ccccc4)c4ccccc4)C(C)=C1C3(C)C)[C@]1(OC(C)=O)CO[C@@H]1C[C@@H]2O (some centres undefined)	-1
CCN(c1ccccc1)S(=O)(=O)c1ccc2[nH]cc(C(=O)NCCc3ccccc3)c(=O)c2c1	-3
CCC(=O)Oc1ccc(C(=O)Nc2ccc(O)cc2C(=O)O)cc1	-5
Cc1nnc(SCC(=O)N2c3ccccc3CC2C)s1 (centres undefined)	8
Cn1c(-c2ccc3ccccc3n2)[n+](C)c2ccccc21	-18
COC(=O)c1ccccc1NC1=CC(=NS(=O)(=O)c2ccc(Br)cc2)c2ccccc2C1=O	-68
Cc1ccc(CNC(=O)CCCn2c(=O)c3sccc3n(Cc3ccccc3Cl)c2=O)cc1	-2
O=c1cc(Nc2ccc3c(c2)OCCO3)[nH]c(=O)n1-c1ccc(Br)cc1	-6
COc1cc(C(C#N)N2N=C(c3ccccc3)CC2c2ccccc2)ccc1O (centres undefined)	-9
CN(C)CCCN1C(=O)c2oc3ccc(Cl)cc3c(=O)c2C1c1cccnc1 (centres undefined)	-2
CCCCNc1nc(SCC(=O)c2ccccc2)nc2ccccc12	4
COc1cc(OC)cc(-n2nc(C(=O)Nc3ccc4c(c3)OCCO4)c3ccccc3c2=O)c1	3
CCOC(=O)c1sc2nc(NC(=O)C3CC3)sc2c1C	-4
Cc1nnc(Sc2nc3c(c(=O)n(C)c(=O)n3C)n2Cc2ccc(Cl)cc2)s1	-8

Further compounds:
Molecule	14-3-3g Raf
Cc1cc(C)n(-c2nc(SCC(=O)NCC3CCCO3)c3c4c(sc3n2)CCCC4)n1 (centres undefined)	5
CCCc1cc(=O)[nH]c(Nc2cc(OC)ccc2OC)n1	-13
Cc1ccn2cc(-c3ccc(S(=O)(=O)N(C)C)cc3)nc2c1	-14
CCNS(=O)(=O)c1ccc(OCCNS(C)(=O)=O)cc1	-3
CCc1ccccc1NC(=O)c1ccc(N2CCCCCC2)c([N+](=O)[O-])c1	-8
CN(Cc1ccccc1)C1CCN(Cc2ccc(F)cc2)CC1	0
CC(OC(=O)c1cc2sccc2n1C)C(=O)NCC1CCCO1 (centres undefined)	-10

3 compounds out of the list above, ordered by their value in 14-3-3g Raf, lowest first.
Structure	14-3-3g Raf
Cc1ccn2cc(-c3ccc(S(=O)(=O)N(C)C)cc3)nc2c1	-14
CCc1ccccc1NC(=O)c1ccc(N2CCCCCC2)c([N+](=O)[O-])c1	-8
CCNS(=O)(=O)c1ccc(OCCNS(C)(=O)=O)cc1	-3

An excerpt; count on the stated rates, not on these rows.
